Compound activity from PubChem.
HEK293 tox: qHTS of GLP-1 Receptor Inverse Agonists: Cytotox Screen; actives 0.13% (n = 410,000); Potency, µM (highest dose often 38.3 µM), without a hit: at the top dose activity change, negative = inhibition, actives largely listed as inhibitors; AID 624418, 2012; HEK293 cAMP-luciferase reporter cells, luminescence, 24 h;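 also: loss of luciferase light is scored as toxicity; potency is read from the fitted curve at half-maximal effect; % is scaled to controls: 0 for no effect and ±100 for the full control effect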
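Luminescence readout: signal drop marks cytotoxicity. Plated cells grew 12 h at 37 °C, 5% CO2, received 23 nL compound for 24 h, then got luciferase reagent, read after 12 min at RT.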
Abeta yeast res: qHTS for compounds that reverse cellular toxicity of Amyloid beta (A-beta) peptide in yeast: Primary Screen; yeast expressing A-beta42, growth rescue, OD600, 48 h; response scale: 0% DMSO, 100% iron-clioquinol control; Potency, µM (highest dose often 46.1 µM), inactives show at the top dose growth rescue, actives largely listed as activators; actives 0.063% (n = 410,000); AID 1347071, 2019; also: potency is read from the fitted curve at half-maximal effect; nearly all actives have a fitted effect of over 55% in size
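Yeast A-beta toxicity model in growth medium with pinned compounds, 48 h at 30 C; growth read as absorbance at 600 nm. Normalized to FeCl3/clioquinol equimolar mix (positive) and DMSO (negative).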
GLP-1R inv ag: qHTS of GLP-1 Receptor Inverse Agonists (Inhibition Mode); Potency, µM (series often up to 38.3 µM), inactives show at the top dose activity change, negative = inhibition, actives largely listed as inhibitors; actives 1.6% (n = 410,000); HEK293 GLP-1R CRE-luciferase, luminescence, 24 h; GLP-1R form is constitutively active; AID 624417, 2012; also: potency is read from the fitted curve at half-maximal effect; % is scaled to controls: 0 for no effect and ±100 for the full control effect; nearly all actives have a fitted effect of over 55% in size
Target sequence (P43220 whole entry, looked up): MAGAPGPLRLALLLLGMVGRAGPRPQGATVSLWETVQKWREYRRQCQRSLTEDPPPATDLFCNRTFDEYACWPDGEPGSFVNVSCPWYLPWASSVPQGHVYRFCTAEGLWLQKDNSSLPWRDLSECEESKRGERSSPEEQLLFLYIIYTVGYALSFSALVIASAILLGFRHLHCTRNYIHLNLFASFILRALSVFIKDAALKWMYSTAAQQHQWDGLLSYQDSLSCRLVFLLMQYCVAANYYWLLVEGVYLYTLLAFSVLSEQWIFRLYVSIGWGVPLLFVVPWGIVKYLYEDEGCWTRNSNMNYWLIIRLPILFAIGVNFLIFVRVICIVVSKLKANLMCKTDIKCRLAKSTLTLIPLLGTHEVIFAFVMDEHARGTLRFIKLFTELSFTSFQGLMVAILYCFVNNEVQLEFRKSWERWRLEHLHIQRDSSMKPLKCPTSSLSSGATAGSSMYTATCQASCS
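Stable HEK293 clone (constitutively active GLP-1R + cAMP-response luciferase); 200 cells/uL plated, 12 h pre-culture, compound 24 hr, 37 deg C/5% CO2; detection reagent 12 min RT; luminescence.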
Akt phos inh: HTS Assay for Inhibitors of Akt Phophorylation: Primary Screen. Neuro2A IGF-stimulated pAkt S473 HTRF, 20 min; stronger effect = lower value. activity change, % for hits at 50 µM. actives 0.32% (n = 360,000); in the data active = activity change below about -80%; inconclusive = mostly about -51% to -80%; also: % is scaled to controls: 0 for no effect and ±100 for the full control effect
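Neuro2A cells (4,500/well, DMEM with 0.5% FBS) were treated with compound at a single 50 µM final concentration, stimulated with 6 nM IGF for 20 min at 37 °C, and lysed. Phospho-Akt Ser473 was read by HTRF as 665/615 ratio ×10^4.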
Mm-Cpn inhibitor: Inhibitors of TCP-1 ring complex (TRiC) of Methanococcus maripaludis (MmCpn): qHTS. Chaperonin Mm-Cpn (Methanococcus maripaludis). purified Mm-Cpn ATPase, ADP Transcreener TR-FRET. Potency, µM (titrated, usually from 76.9 µM), inactives show top-dose activity, negative = inhibition, hits mostly inhibitors. actives 0.031% (n = 330,000). AID 504842, 2011; also: potency is read from the fitted curve at half-maximal effect; % is scaled to controls: 0 for no effect and ±100 for the full control effect; nearly all actives have a fitted effect of over 80% in size
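25 nM Mm-CPN + cpd, 10 min 37°C; + 10 uM ATP, 30 min 37°C; buffer 30 mM Tris pH 7.4, 100 mM KCl, 5 mM MgCl2, 1 mM DTT; Transcreener ADP HTRF detection 30 min RT.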
FUS suppressor: qHTS for Suppressors of FUS Proteinopathy: Primary screen using FUS-linked yeast assay; S. cerevisiae FUS-expressing, growth rescue, OD600, 24 h; Potency, µM (top dose mostly 76.6 µM), inactives show top-dose growth rescue (activation), actives largely listed as activators; actives 0.24% (n = 390,000); AID 1347120, 2019;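 also: potency is read from the fitted curve at half-maximal effect; plate controls were DMSO vehicle for no effect and reference control for full effect; nearly all actives have a fitted effect of over 55% in size; some results filed as inactive show a strong effect at the top dose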
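S. cerevisiae expressing FUS from galactose induction served as the toxicity model. Growth after 24hr at 30C, read as absorbance at 600 nm, indicates suppression of toxicity; compounds dosed at several concentrations.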
PTHR1 ag: qHTS for PTHR1 Agonists: Primary Screen | Parathyroid hormone/parathyroid hormone-related peptide receptor (Homo sapiens), Q03431 | HEK293 GP2 PTHR1 cells, GloSensor cAMP luminescence, 1 h | Potency, µM (top dose mostly 115 µM), without a hit: top-dose activation, most hits filed as activators | actives 0.075% (n = 410,000) | AID 743266, 2014; also: potency is read from the fitted curve at half-maximal effect; nearly all actives have a fitted effect of over 55% in size; some results filed as inactive show a strong effect at the top dose; inactives centre near -15; many of its hits are not listed in these tables
Target sequence (Q03431 whole entry, looked up): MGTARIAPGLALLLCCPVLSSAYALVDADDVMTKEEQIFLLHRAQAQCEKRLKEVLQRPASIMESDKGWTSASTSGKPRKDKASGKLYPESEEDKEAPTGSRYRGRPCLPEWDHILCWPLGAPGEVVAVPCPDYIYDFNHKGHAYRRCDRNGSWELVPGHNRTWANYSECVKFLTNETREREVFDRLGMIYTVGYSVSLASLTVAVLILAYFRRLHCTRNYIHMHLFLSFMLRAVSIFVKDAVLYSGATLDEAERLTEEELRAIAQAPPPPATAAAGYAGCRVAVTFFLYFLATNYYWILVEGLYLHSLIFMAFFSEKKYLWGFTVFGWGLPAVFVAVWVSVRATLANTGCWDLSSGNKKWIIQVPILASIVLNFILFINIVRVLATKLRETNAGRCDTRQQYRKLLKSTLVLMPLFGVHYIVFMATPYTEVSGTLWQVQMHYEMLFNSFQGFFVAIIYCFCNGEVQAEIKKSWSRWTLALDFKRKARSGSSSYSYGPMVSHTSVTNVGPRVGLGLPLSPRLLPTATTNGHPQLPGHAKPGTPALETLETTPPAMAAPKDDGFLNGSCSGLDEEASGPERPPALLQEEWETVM
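HEK-293-derived GP2 cells expressing PTHR1 and a GloSensor cAMP reporter, 3,000/well, plated overnight, given luciferin plus IBMX (each 0.5 mM as added) for 1 h at 37 °C, then compound for 1 h at 37 °C. Luminescence was read after 15 min at room temperature.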
TDP-43 yeast inh: qHTS of TDP-43 Inhibitors; actives 1.8% (n = 410,000); TDP-43 expressing yeast growth rescue, BacTiter-Glo, 24 h; Potency, µM (doses to about 46.1 µM), for inactives: at the top dose growth rescue (activation), most hits filed as activators; also: potency is read from the fitted curve at half-maximal effect; % of control where 0% means no effect; nearly all actives have a fitted effect of over 50% in size
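Yeast expressing TDP-43 (pregrown in raffinose, seeded at OD600=0.02 in galactose medium) exposed to compounds 24 hr at 30 deg C. Growth read by BacTiter-Glo luminescence; rescue of toxicity appears as increased signal.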
aSyn rescue: qHTS of alpha-syn Inhibitors | AID 652106, 2013 | Yeast expressing alpha-synuclein, growth rescue, BacTiter-Glo, 24 h | actives 0.14% (n = 370,000) | Potency, µM (titrated, usually from 46.1 µM), inactives show top-dose growth rescue (activation), most hits filed as activators; also: potency is read from the fitted curve at half-maximal effect; % of control where 0% means no effect; nearly all actives have a fitted effect of over 65% in size
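Galactose-induced alpha-syn yeast (OD600=0.02, raffinose-pregrown) + pinned cpd, 24 hr, 30 deg C; growth by BacTiter-Glo luminescence. Growth restoration scores as activation.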
Numbers without * were called inactive; i = inactive; ? = inconclusive; . = not tested or not shown; & = joins results of further samples; [ ] = another dose, or the depositor's remark. Unless noted, calls follow the shape of the dose curve; as a rule, active = well fitted curve in the direction sought with a large enough effect; inconclusive = small, poorly fitted or top-dose-only effect, or another doubt; inactive = no such curve, though single readings can be large; an effect the other way counts as inactive or inconclusive. Only part of the results is shown, so the mix of outcomes need not match the whole.

SMILES	HEK293 tox	Abeta yeast res	GLP-1R inv ag	Akt phos inh	Mm-Cpn inhibitor	FUS suppressor	PTHR1 ag	TDP-43 yeast inh	aSyn rescue
COc1ccccc1CC(=O)NNC(=O)c1cccs1	-7%	4%	?	i	-1%	15%	i	-21%[0.397 µM]	-2%
COc1cc(NC(=O)C2CCCN(c3ncnc4c3nc3n4CCCCC3)C2)cc(OC)c1OC (configuration not stated)	6%	-1%	42%[activator]	i	-1%	6%	-13%	8%	4%
CCn1c(Cc2ccccc2)nnc1SCC(=O)Nc1ccccc1F	-5%	1%	18%	i	2%	-27%	i	0%	3%
Cc1cc(CNC(=O)C(C)Cc2ccccc2)nn1C (configuration not stated)	?	-10%	10%	i	-3%	-8%	-22%	-4%	-4%
CC1(C)CN(Cc2cccnc2)C(=O)[C@H]1CC(=O)Nc1ccc(Br)cc1	0%	11%	12%	i	.	-26%	-10%	25%	1%
CC(=O)c1ccc(S(=O)(=O)N2CCN(C(=O)CSc3ccc(F)cc3)CC2)cc1	0%	4%	-7%	i	0%	-17%	-15%	8%	11%
COc1ccc(NC(=O)N(C)C[C@H]2Oc3c(NS(=O)(=O)c4cccs4)cccc3C(=O)N([C@H](C)CO)C[C@@H]2C)cc1	-28%	6%	0%	i	2%	?	-48%[inhibitor]	26%	-2%
C=C1c2ccccc2O[C@H](C(=O)OCC)[C@H]1OC	-5%	5%	10%	i	-1%	-23%	-12%	-8%	2%
O=C(CSc1nccn1-c1cccc(Cl)c1)Nc1ccc2c(c1)OCCO2	2%	5%	-13%	i	1%	8%	i	?	6%
CN(C)c1ccc(CNC(=O)C2CCN(c3nc4ccccc4[nH]3)CC2)cc1	7%	-9%	-8%	.	.	16%	13%	11%	.
O=C(NCC(c1ccco1)N1CCN(c2ccccc2F)CC1)c1ccco1 (configuration not stated)	16%	14%	?	i	-10%	0%	i	19%	-4%
CCn1c(Cc2ccc(OC)cc2)nnc1SCC(=O)NC1CCCCC1	16%	14%	-14%	i	0%	14%	-11%[57.5 µM]	0%	4%
CCC(NC(=O)Cc1c(C)c2cc3c(cc2oc1=O)OC(C)(C)CC3)C(=O)O (configuration not stated)	0%	-10%	8%	i	-5%	-12%	-9%	11%	0%
CCOC(=O)C1=C(O)C(=O)N(c2ccccc2)C1c1cccc([N+](=O)[O-])c1 (configuration not stated)	2%	8%	8%	i	-1%	37%	0%	-2%	-6%
CCC(C)C(NS(=O)(=O)c1ccc(C)cc1)C(=O)O (configuration not stated)	0%	2%	4%	i	2%	-18%	i	-11%[0.397 µM]	0%
CCCCn1c(=N)n(CC(=O)c2ccco2)c2ccccc21	-1%	14%	-14%	i	1%	1%	i	8%	2%
CSc1ccc(N2CCN(CCCNC(=O)Nc3ccccc3F)CC2)cc1	-14%	9%	0%	i	2%	19%	i	0%	-2%
Cc1ccc(C(=O)Nc2ccccc2C(=O)N2CC3(C)CC2CC(C)(C)C3)cc1 (configuration not stated)	59%[activator]	-35%	10µM*	i	0%	32%	-14%[57.5 µM]	?	7%
CCCN(CCC)c1ncnc2nc[nH]c12	-7%	16%	?	i	-1%	-31%	-7%	?	1%
COc1ccccc1CNC(=O)Cn1c(-c2ccc(F)cc2)cc(C(C)=O)c1C	2%	-6%	3%	.	.	-9%	-3%	10%	.

Structural class: the entries above with an NH in an aromatic ring.
SMILES	HEK293 tox	Abeta yeast res	GLP-1R inv ag	Akt phos inh	Mm-Cpn inhibitor	FUS suppressor	PTHR1 ag	TDP-43 yeast inh	aSyn rescue
CN(C)c1ccc(CNC(=O)C2CCN(c3nc4ccccc4[nH]3)CC2)cc1	7%	-9%	-8%	.	.	16%	13%	11%	.
CCCN(CCC)c1ncnc2nc[nH]c12	-7%	16%	?	i	-1%	-31%	-7%	?	1%

(next part)
SMILES	HEK293 tox	Abeta yeast res	GLP-1R inv ag	Akt phos inh	Mm-Cpn inhibitor	FUS suppressor	PTHR1 ag	TDP-43 yeast inh	aSyn rescue
CN(C)S(=O)(=O)c1cccc(C(=O)N2CCN(S(=O)(=O)c3ccc4c(c3)OCCO4)CC2)c1	-2%	1%	0%	i	.	30%	i	12%	-4%
CCOc1ccc2c(CC)cc(=O)oc2c1OCC	3%	4%	115%[activator]	i	-3%	18%	i	?	0%
CCOc1ccccc1NC(=O)CSc1nc2c(sc3ccccc32)c(=O)n1CCCC(=O)NC1CCCC1	-7%	-10%	-29%	.	.	6%	i	-1%	.
CC(CC(=O)O)CC(=O)Nc1ccccc1C(=O)O (configuration not stated)	-30%	-6%	2%	i	1%	6%	i	-14%	?
Clc1ccccc1-c1nnc(COc2ccccc2)o1	2%	-20%	0%	.	.	43%	i	9%	.
O=C(CCCc1ccccc1)NCc1ccc(Cl)cc1	-7%	7%	?	i	1%	5%	-7%	0%	-1%
Cc1ccc(Cl)cc1N1C(=O)CC(Sc2ccccc2N)C1=O (configuration not stated)	2%	9%	-4%	i	.	-34%	i	20%	23%
CCNc1ccc(C(=O)OCC(=O)NC(=O)NCC(C)C)cc1[N+](=O)[O-]	-8%	6%	13%	i	1%	-13%	-4%	16%	13%
COCCN(CCOC)Cc1cc(=O)oc2cc(OC)c(Cl)cc12	5%	-8%	24%	i	.	2%	21%	?	0%
Cc1cccc(N2CCN(S(=O)(=O)c3c(C)nc4scc(C)n4c3=O)CC2C)c1 (configuration not stated)	2%&0%	?	-13%&-3%	i	-2%	23%&17%	-16%&-65%	?	4%
COc1ccc(C(=O)Cn2cc([N+](=O)[O-])nc2C)cc1	2%	-7%	21%	i	-1%	-3%	6%	-32%[inhibitor]	-1%
CCN1C(=O)/C(=C/c2ccc(C)o2)N(C)C1=S	-6%	-17%	29%	i	0%	.	-65%[inhibitor]	?	17%
FC(F)(F)c1ccc(-c2cccc3c2C2CC3CCN2)cc1 (configuration not stated)	-5%	-10%	6%	i	.	-24%	6%	-23%	-7%
O=C(Cn1c(=O)sc2ccccc21)OC(CCl)CCl	-1%	20%	-21%	i	-1%	0%	-8%[57.5 µM]	?	0%
Cc1cc(C)c(NC(=O)C2CCN(c3nc4ccccc4n4cccc34)CC2)c(C)c1	-8%	-27%	18%	.	.	?	i	-19%	.
N#CN=C(N)c1ccccc1	11%	6%	-2%	i	?	-11%	-1%[57.5 µM]	-16%	-7%
Cc1ccc(C(C)C)cc1S(=O)(=O)NCc1cccnc1	2%	1%	2%	i	3%	15%	8%[57.5 µM]	-12%	0%
O=C(NN(c1ccccc1)c1ccccc1)c1ccccc1F	2%	36%	11%	i	-1%	-9%	i	26%	6%
Cc1cccc(NC(=S)NCc2ccco2)c1C	-6%	6%	3%	i	0%	-1%	i	19%	2%
NC(=O)CSC1=Nc2ccccc2C2=NC(CC(=O)NCc3cccs3)C(=O)N12 (configuration not stated)	15%	-5%	17%	i	-2%	?	-8%	0%	1%

Arranged by value in PTHR1 ag (rising): 3 of the compounds above
Compound,GLP-1R inv ag,Akt phos inh,Mm-Cpn inhibitor,PTHR1 ag,aSyn rescue
O=C(CCCc1ccccc1)NCc1ccc(Cl)cc1,?,i,1%,-7%,-1%
CCNc1ccc(C(=O)OCC(=O)NC(=O)NCC(C)C)cc1[N+](=O)[O-],13%,i,1%,-4%,13%
COc1ccc(C(=O)Cn2cc([N+](=O)[O-])nc2C)cc1,21%,i,-1%,6%,-1%

Next section.
SMILES	HEK293 tox	Abeta yeast res	GLP-1R inv ag	Akt phos inh	Mm-Cpn inhibitor	FUS suppressor	PTHR1 ag	TDP-43 yeast inh	aSyn rescue
CCOC(=O)c1[nH]c2c(c1Cc1ccccc1OC)C(=O)CC(c1ccccc1)C2 (configuration not stated)	-15%	-25%	?	.	.	3%	?	-2%	.
COc1ccc2c(CC(=O)Nc3ccc4nc(N5CCOCC5)sc4c3)coc2c1	2%	3%	8%	i	.	0%	i	2%	5%
O=C(NC1(C(=O)NC2CCCCC2)CCCCC1)c1ccccn1	3%	7%	4%	i	-1%	7%	25%	-9%	-11%
COc1ccc(-c2nn(C)c(=O)c3ccccc23)cc1CNS(C)(=O)=O	-8%	24%	45%[activator]	i	-1%	2%	-2%[57.5 µM]	7%	1%
Cc1ccc(S(=O)(=O)NCCN2CCN(S(=O)(=O)c3ccccc3Cl)CC2)cc1	-7%	4%	-25%	i	1%	-3%	-28%	16%	4%
COc1ccc([C@H]2C[C@@H](O)[C@H](n3cc(-c4ccc(F)cc4)nn3)CN2C(=O)C2CCCCC2)cc1	2%	3%	8%	i	.	13%	-20%	0%	6%
CCCCn1c(N)c(N(Cc2ccccc2OC)C(=O)C(C)Oc2ccc(Cl)cc2)c(=O)[nH]c1=O (configuration not stated)	13%	-11%	5%	i	1%	20%	-14%	-16%	-1%
COc1ccccc1NC(=O)Cn1nnc(-c2ccccc2NC(=O)c2cccs2)n1	-6%	7%	0%	i	1%	-11%	-19%[57.5 µM]	-3%	0%
COc1ccc(-c2nc3c(=O)n(C)c(=O)[nH]c3n2CCc2ccccc2)cc1	65%[activator]	0%	1%	i	-3%	-2%	i	-4%	-1%
